Screening data deposited in PubChem BioAssay by several laboratories.
KKLEB tox – cytotoxicity in KKLEB CF airway cells, primary screen, cytotoxicity control for CF NF-kB inhibitor project, cell-based, uHTS, fluorescence assay plates | AID 602141, 2011 | 0.36% of 360,000 active | KKLEB CF airway cells viability, ATPlite luminescence, overnight; hits give low values; cells stimulated with P. aeruginosa culture filtrate | activity change (cytotoxicity), % at 5 µM;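 active = corrected activity change at or below -50% at 5 µM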
CF NFkB inh – inhibitors of PAF-induced NF-kB signaling, primary screen, cell-based, GFP fluorescence, uHTS | KKLEB NF-kB-GFP reporter, GFP fluorescence overnight | inhibition, % at 5 µM | 0.86% of 360,000 active | AID 588850, 2011;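 active = at least 50% inhibition at 5 µM, scaled per plate between neutral and stimulator controls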;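 also: PAF is a Pseudomonas aeruginosa culture filtrate used as stimulus; plate controls were PAF-stimulated DMSO wells for no effect and unstimulated DMSO wells for full effect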
Shn3 3UTR inh – reduction of Shn3 3'UTR firefly luciferase signal, primary screen, Schnurri-3 inhibitor project, cell-based, Clone20 osteoblasts, set 2 | 0.52% of 360,000 active | inhibition, % at 12.5 µM | Clone20 osteoblast Shn3 3'UTR firefly luciferase, 24 h;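 active = mean inhibition of at least 75% with every replicate also reaching 75%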;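 also: 0% = median of neutral control wells and 100% = pilot-screen positive control compound; some compounds past the cut are filed as inactive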
SRC1 inh – SRC1 coactivator transcriptional activity inhibitors, primary screen, cell-based, luminescence; Nuclear receptor coactivator 1 (Homo sapiens), Q15788; HEK293 GAL4-SRC1 luciferase reporter; inhibition, % at 3.6 µM; 0.12% of 360,000 active; AID 588354, 2011;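 active = inhibition above the campaign mean plus 3 SD, with each screening campaign given its own cutoff, cut at about 60% in these data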;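 also: 0% = DMSO treated cells and 100% = gossypol at 36 µM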
Target sequence (Q15788 whole entry, looked up, the tested form may be a part): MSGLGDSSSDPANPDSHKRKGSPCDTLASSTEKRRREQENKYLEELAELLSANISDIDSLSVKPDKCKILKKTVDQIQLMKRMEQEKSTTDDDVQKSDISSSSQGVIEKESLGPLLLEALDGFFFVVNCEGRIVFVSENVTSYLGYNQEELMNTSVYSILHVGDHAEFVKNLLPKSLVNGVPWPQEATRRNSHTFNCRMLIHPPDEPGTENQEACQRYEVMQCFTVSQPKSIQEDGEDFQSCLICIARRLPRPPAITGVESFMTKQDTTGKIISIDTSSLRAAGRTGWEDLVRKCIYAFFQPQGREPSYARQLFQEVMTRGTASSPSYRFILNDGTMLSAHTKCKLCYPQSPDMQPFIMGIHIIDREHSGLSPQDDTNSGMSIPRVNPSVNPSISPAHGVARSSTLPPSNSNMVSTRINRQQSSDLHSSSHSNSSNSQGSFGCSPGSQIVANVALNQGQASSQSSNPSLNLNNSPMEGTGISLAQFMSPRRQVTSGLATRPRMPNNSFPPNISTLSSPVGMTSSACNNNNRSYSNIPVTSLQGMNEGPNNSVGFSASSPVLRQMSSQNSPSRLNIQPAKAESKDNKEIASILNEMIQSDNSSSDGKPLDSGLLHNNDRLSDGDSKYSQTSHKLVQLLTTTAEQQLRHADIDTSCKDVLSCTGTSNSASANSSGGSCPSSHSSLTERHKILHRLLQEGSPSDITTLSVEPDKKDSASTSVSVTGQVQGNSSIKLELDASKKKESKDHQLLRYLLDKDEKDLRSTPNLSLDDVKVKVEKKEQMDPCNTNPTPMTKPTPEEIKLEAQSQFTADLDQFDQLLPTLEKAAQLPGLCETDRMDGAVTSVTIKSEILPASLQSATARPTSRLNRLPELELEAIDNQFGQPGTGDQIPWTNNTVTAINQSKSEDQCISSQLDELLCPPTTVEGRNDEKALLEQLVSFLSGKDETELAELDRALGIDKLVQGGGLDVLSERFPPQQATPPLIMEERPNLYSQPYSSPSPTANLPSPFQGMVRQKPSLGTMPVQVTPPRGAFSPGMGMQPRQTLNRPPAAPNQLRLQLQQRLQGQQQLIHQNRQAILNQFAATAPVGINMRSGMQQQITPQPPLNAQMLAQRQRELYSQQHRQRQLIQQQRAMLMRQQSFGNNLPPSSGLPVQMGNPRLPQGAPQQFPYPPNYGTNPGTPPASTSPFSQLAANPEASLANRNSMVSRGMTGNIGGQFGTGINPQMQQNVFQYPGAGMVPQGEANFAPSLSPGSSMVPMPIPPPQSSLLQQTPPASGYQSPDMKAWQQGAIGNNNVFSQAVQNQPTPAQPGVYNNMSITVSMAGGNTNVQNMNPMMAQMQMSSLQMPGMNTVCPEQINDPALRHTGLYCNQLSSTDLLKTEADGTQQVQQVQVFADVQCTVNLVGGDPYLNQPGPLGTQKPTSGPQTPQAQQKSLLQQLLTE
C8 TRAIL sens – viability loss with TRAIL in NB7+C8 cells, primary screen, TRAIL sensitizer project, cell-based, ATPlite luminescence | inhibition (viability loss, TRAIL sensitization), % at 10 µM | 1% of 360,000 active;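 active = compounds causing at least 50% loss of cell viability in the single-dose screen, relative to plate controls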
NCOA3 inh – SRC3 coactivator transcriptional activity inhibitors, primary screen, cell-based, luminescence; Nuclear receptor coactivator 3 (Homo sapiens), Q9Y6Q9; HEK293 GAL4-SRC3 luciferase reporter; inhibition, % at 3.6 µM; 0.17% of 360,000 active;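 active = inhibition above a per-campaign cutoff, the mean of all compounds plus 3 SD, cut at about 60% in these data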;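 also: 0% = DMSO-treated cells and 100% = gossypol-treated cells at 36 µM; higher means less SRC3-driven luciferase light from the GAL4 reporter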
LRH-1 inv ag – LRH-1 (NR5A2) inverse agonists, primary screen, cell-based, luminescence, HEK293T, StAR-luciferase reporter; inhibition, % at 3.6 µM; Nuclear receptor subfamily 5 group A member 2 (Homo sapiens), O00482; 0.13% of 360,000 active; LRH-1 transfected, 24 h;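 active = inhibition above the mean inhibition of all tested compounds plus 3 SD, cut at about 73% in these data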;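 also: 0% = DMSO wells and 100% = reporter-only cells lacking LRH-1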
TROY NFkB inh – inhibitors of TROY-driven NF-kB signaling, primary screen, Q293 LMP1-TROYcd cells, NF-kB luciferase, uHTS; Q293 LMP1-TROYcd NF-kB luciferase reporter, 4 h; inhibition, % at 10 µM; 0.98% of 360,000 active; AID 1347056, 2019;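 active = compounds whose plate-normalised and pattern-corrected inhibition of the luciferase reporter signal at the single screening dose is 50% or more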
NR2F2 inh – NR2F2 transcriptional activity inhibitors, primary screen, cell-based, luciferase reporter, HEK293T, luminescence; COUP transcription factor 2 (Homo sapiens), P24468; HEK293T NGFI-A luciferase reporter; inhibition, % at 8.6 µM; 0.7% of 370,000 active;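 active = inhibition above a per-plate cutoff, mean inhibition of test wells between control levels plus 3 SD, cut at about 38% in these data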;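 also: cells cotransfected with COUP-TFII expression vector driving the NGFI-A reporter; 0% = median of COUP-TF2 test wells and 100% = reporter-only cells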
LMP1 NFkB inh – EBV LMP1-driven NF-kappaB luciferase reporter inhibitors, primary screen, cell-based, luminescence, single point; 0.69% of 350,000 active; inhibition, % at 12.5 µM; LMP1-induced NF-kappaB luciferase reporter cells; AID 504558, 2011; in the data active = inhibition above about 41%;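 also: 0% = neutral control wells and 100% = reference inhibitor control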
TWEAK-Fn14 inh – inhibitors of TWEAK-Fn14 signaling, primary screen, luciferase reporter cells, uHTS; TWEAK-stimulated Fn14 reporter cells, luciferase luminescence, 8 h; inhibition, % at 10 µM; 2% of 360,000 active; AID 1159606, 2016; in the data active = inhibition above about 50%
Starred values were filed as active, the others as inactive; . = no result given.

SMILES	KKLEB tox	CF NFkB inh	Shn3 3UTR inh	SRC1 inh	C8 TRAIL sens	NCOA3 inh	LRH-1 inv ag	TROY NFkB inh	NR2F2 inh	LMP1 NFkB inh	TWEAK-Fn14 inh
COc1ccccc1NC(=O)C[n+]1ccccc1	9	1	2	-5	-4	6	-5	-2	14	2	-24
C=CCOc1c(Br)cc(/C=C2/C(=O)ON=C2C)cc1OC	-3	10	-77	7	-26	-10	-12	1	14	1	-2
O=C(c1cccc(OC2CCN(Cc3ccc(F)cc3Cl)CC2)c1)N1CCCC1	6	11	20	-10	-2	-10	15	5	13	0	3
CCCCCc1nnc(NC(=O)Cn2cnc3ccccc3c2=O)s1	2	11	0	-3	-11	12	16	16	-5	6	0
O=C(c1ccc(N2CCCS2(=O)=O)cc1)N1CCN(c2ccc(F)cc2)CC1	-3	2	-8	8	1	-24	11	-1	2	5	16
COc1ccc(C)cc1Nc1nc(C)nc2c1oc1ccccc12	8	-12	-21	-23	5	7	11	15	-6	9	-18
CCOC(=O)c1c(N)sc2c1C1CCN2CC1	-11	-4	10	-10	-19	-14	16	2	-6	0	6
CN(C)c1nc2ncn(Cc3ccccc3)c2c(=O)[nH]1	16	7	-9	-14	5	5	-1	20	9	-7	-3
CC(=O)Nc1ccc(OCC[n+]2cccc(C(N)=O)c2)cc1	18	-9	13	3	1	18	0	-8	-4	15	-21
Cc1ccc(C)c(N2CCN(C(=O)CCc3nc(-c4ccccc4C)no3)CC2)c1	-3	14	0	-5	-9	-7	-16	17	8	-2	3
Cc1ccc(C)c(S(=O)(=O)N2CCN(C(C(=O)Nc3ccc(F)cc3)c3ccccc3)CC2)c1 (stereo not given)	13	9	7	-32	7	-1	1	-8	-6	-9	13
OC[C@@H]1CCCN1Cc1nc(-c2cccs2)no1	8	-26	-18	-12	-1	-2	-4	4	-25	-9	-16
CCCN=C1N(C)C[C@@H]2[C@@H]3C(=O)N(Cc4ccccc4)C(=O)[C@@H]3[C@](CC)(C(=O)OC)N12	8	0	-6	-3	-5	6	20	-6	0	-2	6
O=C(Nc1cccc2ccccc12)NC1CCCCC1	2	13	6	-14	-6	-1	-2	-3	-25	6	-11
Cc1[nH]nc(-c2ccc(OCc3cnn(-c4ccccc4)c3)cc2O)c1Oc1ccccc1F	-29	21	38	17	16	7	5	9	11	-20	-11
O=C(CCOc1ccccc1)NCc1ccccc1	1	2	11	-3	-7	2	-9	-2	-4	1	-4
COc1cc(C(=O)NC2CC(C)(C)CC(C)(C)C2)ccc1OC1CCN(C(C)=O)CC1	2	-4	15	-4	-4	-7	-11	-1	14	6	-6
Cc1ccc(NC(=O)CCNS(=O)(=O)c2ccc3[nH]c(=O)oc3c2)c(Cl)c1	15	-9	-1	-4	5	-29	-26	19	-16	-4	-4
NC(=O)COC(=O)CNC(=O)c1ccc(Cl)cc1	-12	5	3	-4	8	19	4	-11	-4	-2	-9
CN1CCCC(CC2c3ccccc3Sc3ccccc32)C1 (stereo not given)	26	28	0	0	16	18	-3	-1	-3	-7	3
Cc1ccc(NC(=S)N2CCN(c3ccccn3)CC2)c(C)c1	1	1	-20	8	1	4	4	3	-18	-1	-9
COc1ccc(C(=O)NCCN=C2NS(=O)(=O)c3ccccc32)cc1	9	12	3	10	-17	-25	-11	-12	3	4	-2
COc1cccc(CC2CC(=O)N(CCc3ccc4c(c3)OCO4)C2=O)c1 (stereo not given)	-6	0	-1	1	-6	8	-20	-24	4	3	-6
O=C(OCc1ccccc1)N1C=CCC[C@@H]1c1c(Cl)cccc1Br	2	0	-27	9	11	-1	7	7	6	.	-15
O=[N+]([O-])c1ccc(/C=N/Nc2ccnc3cc(Cl)ccc23)o1	2	-30	-5	1	43	-40	43	-37	-23	-16	-13
Cc1ccc(NC(=O)CN2C(=O)C3CC=C(Cl)CC3C2=O)cc1 (stereo not given)	6	-9	0	-10	-6	9	-10	9	1	-5	33
COC(=O)c1c(NS(=O)(=O)c2ccc(C)cc2)sc2c1CCC(C)C2 (stereo not given)	1	-9	-4	-18	2	14	10	-3	-12	-18	14
O=S1(=O)C[C@H]2NC(=S)N(c3ccccc3)[C@H]2C1	7	5	-21	-10	3	8	-3	-10	2	3	-1
COCCNC(=O)c1onc(CSc2ccncc2)c1C(=O)NCCOC	1	2	-7	6	-21	5	1	-13	-14	-3	14
N#Cc1ccc(-c2ccccc2)nc1Sc1ccc(F)cc1	-15	13	-4	-13	-1	6	-9	-23	0	-1	-18
CCN(CC)C(=O)CSc1nc(C)cc(C)n1	3	1	17	-6	13	16	13	7	9	-3	12
C=CC[C@@H](CC(=O)N[C@@H](CO)Cc1ccccc1)C(=O)NC[C@@H](OC(=O)[C@@H](CC=C)Cc1ccc(F)cc1)c1ccccc1	8	-10	-5	6	2	3	12	-3	-3	-14	-15
COC(=O)CCCCCCCCC(=O)Nc1nc2ccccc2s1	0	8	10	4	30	13	-6	-12	4	-2	-23
Cc1ccc2[nH]c3c(=O)n(CCN4CCOCC4)cnc3c2c1	0	18	-4	-22	-9	-22	-37	-14	-12	-11	-29
CN(Cc1ccccc1)C(=O)c1[nH]cnc1C(=O)Nc1ccccc1F	2	9	-14	0	-1	7	-21	-7	8	-5	-9
CN(C)CCNC(=O)CNC(=S)N(Cc1ccccc1)Cc1cccnc1	-4	2	2	-11	9	17	9	-8	-13	3	-5
CCN(c1ccccc1)c1nc(=O)c2cccnc2s1	17	-20	2	0	-10	4	10	12	9	1	6
COc1ccc(OC)c(CN2C(=O)c3ccccc3C2c2nnnn2-c2ccc3c(c2)OCCO3)c1 (stereo not given)	.	.	.	.	7	.	13	14	0	.	-7
CN(C)c1ccc(C(=S)N2CCN(C(=S)Nc3ccc(Cl)cc3)CC2)cc1	5	4	15	-14	2	1	-7	25	1	-6	-5
CC(=O)c1cc2c(cc1NC(=O)CN1CCC(Cc3ccccc3)CC1)OCO2	5	-15	22	1	-5	20	23	-27	-3	5	13
COc1ccc(-c2csc(C(O)c3ccccc3)n2)cn1 (stereo not given)	8	-13	-107	-61	1	-48	-67	-67	.	.	-24
COc1ccc(C(=O)/C=C/Nc2ccc(S(=O)(=O)Nc3nc(C)cc(C)n3)cc2)c(OC)c1	7	-6	19	24	5	7	-23	9	20	-5	-14
Cc1cccc(NC(=O)Nc2cccc3ccccc23)c1	-13	17	15	-7	-1	-21	-39	-48	-8	17	-5
COC(=O)c1ccc(CSc2ncnc3c2nnn3-c2ccc(OC)cc2)o1	-2	-4	-54	0	1	-3	-6	5	16	6	-9
COc1ccc(OC)c(C2C(C(=O)N(C)C)=C(C)Nc3nc4ccccc4n32)c1 (stereo not given)	-2	-5	-8	8	-10	10	7	6	6	1	-7
CCC(=O)N/N=C(\C)CC(=O)Nc1ccc2ccccc2c1	-2	3	4	-6	-6	-11	-18	3	-9	-8	-1
COc1cccc(-c2nc(OC(C)C)c3ccccc3n2)c1	-2	-7	6	7	-11	15	23	-35	4	5	0
CCOC(=O)c1ccc(-n2ncc(C(=O)OCC)c2N)cc1	-11	1	-14	-14	2	-48	-17	-25	-5	-11	-14
Cc1cccc(OCc2nnc(N)s2)c1C	5	-2	3	-6	5	3	10	13	-12	5	-3
CCC(=O)N1CCC(C)(C(=O)Nc2cc(OC)c(OC)c(OC)c2)C1 (stereo not given)	-8	14	-15	2	1	-2	20	-4	5	.	-4
COc1ccc(C(=O)N2CCC(C(=O)Nc3ccc(C)cc3)CC2)cc1	1	-15	-7	-5	-5	11	9	-32	-15	0	-4
COc1cc(OC)c(NC(C)C(=O)NCc2ccccc2)cc1Cl (stereo not given)	7	-13	-2	-6	-3	17	15	-4	-8	-11	-2
COc1ccc(-c2cc(-c3ccc(C)cc3)nc(SCc3nnc(-c4ccccc4)o3)c2C#N)cc1OC	-70*	46	14	11	28	23	19	16	0	1	-53
NC(=O)C1CCN(C(=O)CSc2nc3ccccc3o2)CC1	-12	-7	-6	0	5	17	0	-14	10	-1	-47
CCC(CO)Oc1cc(NC(=O)Cc2ccccc2F)c2ncn(C(C)C)c2c1 (stereo not given)	16	0	-11	12	-5	2	0	-6	8	-7	0
CCc1ccc(C(=O)N2CCCN(C)CC2)s1	-6	26	12	0	-4	12	-13	-2	22	8	-4
CN(CC(=O)Nc1cccc(F)c1)C(=O)c1ccc(COc2ccccc2)o1	-2	11	-2	-9	-9	16	15	-6	5	2	8
CCOC(=O)/C=c1\s/c(=C\c2ccc(C(F)(F)F)cc2)c(=O)n1CC(=O)NCc1ccco1	-8	3	-11	8	8	10	15	5	0	-8	-8
CCN(Cc1ccncc1)Cc1c(O)ccc2cc(Br)ccc12	-2	17	-10	-1	-10	12	4	16	12	.	24
O=C(Cc1ccc(Cl)c(Cl)c1)N/N=C/c1cccnc1	-5	-11	13	0	-31	-4	2	-3	-14	-5	-7

(more compounds)
SMILES	KKLEB tox	CF NFkB inh	Shn3 3UTR inh	SRC1 inh	C8 TRAIL sens	NCOA3 inh	LRH-1 inv ag	TROY NFkB inh	NR2F2 inh	LMP1 NFkB inh	TWEAK-Fn14 inh
CCN(CC(=O)Nc1c(F)cccc1F)C(=O)CCOc1ccc(C)cc1	9	-17	9	-2	28	2	-10	-9	18	0	-4
O=C(NC1CC1)c1ccccc1	2	-12	0	6	0	8	-21	-6	-4	11	0
CCN(CC)C(=O)c1cn(C)c2ccc(S(=O)(=O)N(CC)CC)cc2c1=O	-6	7	-8	5	1	22	10	-8	-4	-2	3
Cc1nc(CC(=O)N/N=C/c2ccc(OCC(=O)O)cc2)cs1	3	-19	-17	2	1	8	2	1	4	-5	-2
O=C(Nc1c2c(nn1-c1cccc(Cl)c1)CS(=O)C2)c1ccc2c(c1)OCO2 (stereo not given)	-6	-2	-17	-23	-20	-3	-4	2	-2	-8	-8
CC1CCN(c2c([N+](=O)[O-])nn(-c3ccc4c(c3)OCCO4)[n+]2[O-])CC1	9	-3	-6	-16	-6	-84	-38	20	-16	-18	45
C=CCNc1ncnc2c1ncn2[C@H]1CN(Cc2cccs2)C[C@@H](CO)O1	10	-14	-26	2	-1	-32	7	10	-5	.	-2

Some values from the entries so far.
Under CF NFkB inh, `CN(C)c1nc2ncn(Cc3ccccc3)c2c(=O)[nH]1` reads 7
Under C8 TRAIL sens, `CCN(CC(=O)Nc1c(F)cccc1F)C(=O)CCOc1ccc(C)cc1` reads 28

These rows are one share of the data; rates above refer to the full screens.
